NALP3 yeast inh: NALP3 inflammasome inhibitors in reconstituted yeast, primary screen, luminescence, uHTS. Yeast reconstituted NLRP3/ASC/caspase-1, beta-gal luminescence, 24 h. inhibition, % at 10 µM. 330,000 compounds, 0.39% hits. AID 2825, 2010;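 active means inhibition of 50% or more; inactive means inhibition below 50%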;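 further: plate controls were induced DMSO wells for no effect and uninduced yeast grown without galactose for full effect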
hIAP activ: human IAP activators, primary screen, biochemical, luminescence, uHTS. Intestinal-type alkaline phosphatase (Homo sapiens), P09923. purified human IAP, CDP-Star luminescence, 30 min; hits give high values; 1 = vehicle-only enzyme, 0 = enzyme-free background. activation factor at 10 µM. 330,000 compounds, 0.16% hits;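 active means activation factor of the enzyme at least 2-fold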; further: the source names both 10 and 20 µM as test concentration; values of inactives mirror those of a sister screen read the other way
Target sequence (P09923 whole entry, looked up): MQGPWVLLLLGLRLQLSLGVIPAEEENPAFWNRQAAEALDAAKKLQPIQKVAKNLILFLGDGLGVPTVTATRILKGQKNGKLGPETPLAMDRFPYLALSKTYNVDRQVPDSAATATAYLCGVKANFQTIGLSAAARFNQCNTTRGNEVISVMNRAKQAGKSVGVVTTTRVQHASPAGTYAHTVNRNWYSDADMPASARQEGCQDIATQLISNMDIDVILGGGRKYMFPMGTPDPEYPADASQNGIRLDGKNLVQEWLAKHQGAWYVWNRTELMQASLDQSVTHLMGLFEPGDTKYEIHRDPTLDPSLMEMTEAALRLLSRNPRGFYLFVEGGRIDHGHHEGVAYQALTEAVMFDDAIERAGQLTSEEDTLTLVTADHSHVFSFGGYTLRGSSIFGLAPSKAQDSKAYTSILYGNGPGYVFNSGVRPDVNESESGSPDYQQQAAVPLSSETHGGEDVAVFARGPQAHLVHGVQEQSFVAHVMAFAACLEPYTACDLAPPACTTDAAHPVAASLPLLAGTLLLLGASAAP
hIAP block: human IAP inhibitors, primary screen, biochemical, luminescence, uHTS; 330,000 compounds, 0.12% hits; inhibition, % at 10 µM; Intestinal-type alkaline phosphatase (Homo sapiens), P09923; purified IAP, CDP-Star luminescence, 30 min;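 active means inhibition reaching a set limit with compound at 10 µM in the primary screen, cut at about 35% in these data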;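 further: plate controls were DMSO wells with enzyme for no effect and no-enzyme buffer wells for full effect; values of inactives mirror those of a sister screen read the other way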
ATG4B inhibitor: ATG4B protease inhibitors, primary screen, biochemical, fluorescence, uHTS; inhibition, % at 8.33 µM; ATG4B cleavage of LC3-PLA2, NBD-HPC fluorescence, 1 h; 340,000 compounds, 0.51% hits; in the data active means inhibition above about 40%
Target sequence (Q9Y4P1 whole entry, looked up): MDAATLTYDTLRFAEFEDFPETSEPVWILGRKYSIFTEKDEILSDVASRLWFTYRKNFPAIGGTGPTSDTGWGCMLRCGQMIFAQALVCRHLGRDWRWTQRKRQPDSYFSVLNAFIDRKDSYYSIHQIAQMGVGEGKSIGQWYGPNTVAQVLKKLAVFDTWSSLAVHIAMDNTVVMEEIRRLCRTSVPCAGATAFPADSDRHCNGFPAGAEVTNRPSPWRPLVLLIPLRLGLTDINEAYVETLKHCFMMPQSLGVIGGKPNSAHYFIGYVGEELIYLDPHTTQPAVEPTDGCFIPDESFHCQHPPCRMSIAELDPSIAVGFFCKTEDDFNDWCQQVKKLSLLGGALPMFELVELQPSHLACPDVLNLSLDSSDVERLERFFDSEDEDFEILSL
TIM10 inh: growth inhibitors of isogenic TIM10 control yeast, primary screen, counter-screen for tim10-1 yeast inhibitor project, luminescence, uHTS; S. cerevisiae TIM10 strain growth, BacTiter-Glo luminescence, 24 h; 330,000 compounds, 1.4% hits; inhibition, % at 10 µM;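 active means inhibition of 40% or more at the single tested concentration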;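 further: wild-type TIM10 isogenic control strain grown at permissive 25 °C; 0% = DMSO yeast wells and 100% = minimal medium wells without yeast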
mIAP act: activators of mouse IAP, primary screen, biochemical, luminescence, uHTS; activation factor at 10 µM; 330,000 compounds, 0.24% hits; intestinal alkaline phosphatase [Mus musculus]; muIAP, CDP-Star luminescence, 30 min; hits give high values; 1 = vehicle-only enzyme signal, 0 = enzyme-free wells;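 active means activation factor of at least 2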; further: the source names both 10 and 20 µM as test concentration; values of inactives mirror those of a sister screen read the other way
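System: mouse IAP enzyme. Reagent: CDP-Star chemiluminescent phosphatase substrate. Benchmarks: DMSO wells, no-enzyme wells. Times: 30 min enzyme-substrate-compound incubation at room temperature. Detection: luminescence from enzymatic CDP-Star hydrolysis. Doses: test compounds delivered from DMSO solution.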
Apaf-1 inh: inhibitors of human Apaf-1 apoptosome, primary screen, biochemical, DEVD-Rh110 fluorescence, uHTS; Apoptotic protease-activating factor 1 (Homo sapiens), O14727; reconstituted apoptosome caspase-3 activity; inhibition, % at 20 µM; 330,000 compounds, 0.71% hits; active means inhibition of at least 40% at 20 µM;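 further: plate controls were DMSO wells for no effect and DEVD-CHO caspase inhibitor wells for full effect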
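Material: biochemical Apaf-1 apoptosome reconstitution. Medium: Hepes buffer, pH 7.5. Also added: cytochrome c activation, bis-DEVD rhodamine 110 substrate. Timing: 30 min compound preincubation, 50 min activation, room temperature. Measured by: rhodamine 110 fluorescence at Ex 480/Em 540 nm.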
tim10-1 inh: growth inhibitors of tim10-1 mutant yeast, primary screen, luminescence, uHTS | inhibition, % at 20 µM | S. cerevisiae tim10-1 ts strain growth, BacTiter-Glo, 24 h | 330,000 compounds, 2.2% hits;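 active means inhibition of at least 40%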;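 further: mutant grown at 25 °C; 0% = DMSO wells with yeast and 100% = wells holding no yeast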
mIAP block: inhibitors of mouse IAP, primary screen, biochemical, luminescence, uHTS; intestinal alkaline phosphatase [Mus musculus]; purified mouse IAP, CDP-Star luminescence, 30 min; 330,000 compounds, 0.2% hits; AID 2806, 2010; inhibition, % at 10 µM;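 active means inhibition of at least 40% at 10 µM in the primary screen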;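 further: plate controls were DMSO with enzyme for no effect and no enzyme wells for full effect; values of inactives mirror those of a sister screen read the other way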
Numbers without * were called inactive; . = not tested or not shown.

smiles	NALP3 yeast inh	hIAP activ	hIAP block	ATG4B inhibitor	TIM10 inh	mIAP act	Apaf-1 inh	tim10-1 inh	mIAP block
COc1cc2c(cc1NC(=O)c1cccc(S(=O)(=O)N(C)C)c1)oc1ccccc12	19	1.1	-5	-16	16	0.87	-4	24	13
Cc1ccc(OCCOCCN2CCCC2)c(Br)c1	14	1.2	-16	1	0	1.1	2	-24	-6
COc1ccccc1N1CCN(Cc2ccc(OC)c3ccccc23)CC1	8	1	-4	-2	9	0.98	1	7	2
CC(=O)NC1CC2CCCC(C1)N2C(=O)Nc1ccc(Cl)c(C(F)(F)F)c1 (centres undefined)	6	1	0	1	3	1	7	11	-4
CCCCOC1(c2ccccc2)NC(=S)NN=C1c1ccccc1 (centres undefined)	12	0.96	4	.	10	0.99	7	10	1
CN1C(=O)CSc2ccc(NC(=O)N3CCN(c4ccccc4)CC3)cc21	-3	0.84	16	-12	3	1.1	-8	3	-5
COCc1c(C(=O)OC/C(O)=C(\C#N)c2nc3ccccc3[nH]2)oc2ccccc12	2	1.2	-17	24	-21	0.81	10	-29	19
O=C(CN1CCOCC1)N/N=C/C(Br)=C\c1ccccc1	3	1.1	-5	-1	7	1	-8	7	0
Cc1ccc([N+](=O)[O-])cc1NC(=O)Nc1ccc(S(N)(=O)=O)cc1	8	0.87	13	22	7	0.91	2	-5	9
COc1ccc(-n2c(=S)[nH]c3cc(C(=O)Nc4cc(OC)c(OC)c(OC)c4)ccc3c2=O)c(OC)c1	15	0.96	4	-5	7	0.93	0	8	7
CCN(CC)C(=O)C(C)N(C#N)c1nc(Cl)nc(N(C)C)n1 (centres undefined)	16	0.84	16	3	2	1.1	-4	8	-9
COc1ccc(CNC(=O)Cn2cc([N+](=O)[O-])cn2)cc1	18	1.1	-7	-8	-6	1	3	10	-1
CCCCN(C(=O)c1cccc(S(=O)(=O)N2CC(C)OC(C)C2)c1)c1c(N)n(CCCC)c(=O)[nH]c1=O (centres undefined)	0	1.2	-24	1	10	0.98	-4	-6	2
CC1C/C(=N/N=C2/NC(=O)CS2)CC(C)(C)C1 (centres undefined)	27	0.91	9	-2	4	1.1	-3	21	-10
COc1cc2ccccc2cc1-c1nnc(COc2ccccc2)o1	35	0.96	4	11	6	0.89	8	14	11
Cc1c(C(=O)Oc2ccc(F)cc2)sc2ncn(Cc3cccc(F)c3)c(=O)c12	8	0.87	13	4	-25	0.94	10	-5	6
CC1(c2ccc3c(c2)OCO3)NC(=O)N(CC(=O)c2ccc[nH]2)C1=O (centres undefined)	10	0.92	8	-5	6	0.91	3	4	9
COc1cccc(CN2C(=O)C3(C(C#N)=C(N)OC4=C3C(=O)CCC4)c3ccccc32)c1 (centres undefined)	0	0.89	11	-4	16	1	-4	13	0
COc1ccc([N+](=O)[O-])cc1N(CC(=O)O)S(C)(=O)=O	12	1.1	-12	-4	20	0.9	-10	1	10
Cc1ccc(-c2csc3ncnc(SCC(=O)NCC4CCCO4)c23)cc1 (centres undefined)	7	1.1	-9	7	13	1	16	36	0
CN(CC(=O)NCc1ccccc1Cl)CC(=O)Nc1cccc(F)c1	8	0.99	1	-8	-10	1.1	-23	3	-7
COC(=O)C1=C(C)NC(=S)NC1c1sccc1C (centres undefined)	12	0.96	4	3	-9	1	-8	-13	-2
Cc1ccc(Cl)cc1N1CCN(C(=O)Cc2ccc(-n3c(=O)[nH]c4ccsc4c3=O)cc2)CC1	12	0.79	21	-5	0	0.89	26	-4	11
COc1ccc(Cc2nc3ccc(C(=O)NCCCSC)cc3o2)cc1OC	24	1.2	-17	-4	-10	1	-4	1	-5
Cn1c(SCC(=O)NC2CCCCC2)nnc1-c1cc2ccccc2o1	13	1.1	-6	-10	-3	0.92	0	22	8
Cc1ccccc1N1CCN(CCCCN2C(=O)C3CCCN3C2=O)CC1 (centres undefined)	4	1.1	-8	8	-4	1	2	-5	0
COc1cc(NC(=S)NCCO)c(OC)cc1Cl	18	0.98	2	3	-11	0.95	-1	-8	5
Cc1c(C)n(CC(O)CN(CCO)CCO)c2ccccc12 (centres undefined)	-10	0.98	2	-6	0	0.93	-5	-8	7
CCCCCCCSc1nsc(N)n1	32	0.91	9	5	24	1	14	45*	-4
O=C(Nc1nccs1)c1ccc(Br)c(S(=O)(=O)N2CCOCC2)c1	-18	0.97	3	-4	8	0.98	-4	48*	2

Four records picked at random from those above, as already listed:
smiles	NALP3 yeast inh	hIAP activ	hIAP block	ATG4B inhibitor	TIM10 inh	mIAP act	Apaf-1 inh	tim10-1 inh	mIAP block
Cc1ccc(OCCOCCN2CCCC2)c(Br)c1	14	1.2	-16	1	0	1.1	2	-24	-6
COc1ccc(-n2c(=S)[nH]c3cc(C(=O)Nc4cc(OC)c(OC)c(OC)c4)ccc3c2=O)c(OC)c1	15	0.96	4	-5	7	0.93	0	8	7
Cn1c(SCC(=O)NC2CCCCC2)nnc1-c1cc2ccccc2o1	13	1.1	-6	-10	-3	0.92	0	22	8
CCCCOC1(c2ccccc2)NC(=S)NN=C1c1ccccc1 (centres undefined)	12	0.96	4	.	10	0.99	7	10	1

(list continues)
smiles	NALP3 yeast inh	hIAP activ	hIAP block	ATG4B inhibitor	TIM10 inh	mIAP act	Apaf-1 inh	tim10-1 inh	mIAP block
COc1cc(/C=C2\SC(=S)N(NC(=O)c3ccccc3OC)C2=O)ccc1O	7	0.72	28	13	19	0.73	20	2	27
COc1ccc(C2C(C(=O)NCC3CCCO3)CCC(=O)N2c2ccc3c(c2)OCO3)cc1 (centres undefined)	3	0.92	8	-3	20	0.97	-1	2	3
CC(=O)Nc1cccc(C2=CC(c3ccco3)n3ncnc3N2)c1 (centres undefined)	-1	0.95	5	.	11	1	-23	12	0
CCOC(=O)C(NC(C)=O)C(OC(C)=O)c1cccc([N+](=O)[O-])c1 (centres undefined)	6	1.1	-14	-1	-4	1.1	-1	1	-9
Cc1nn2c(-c3ccccn3)ccnc2c1Br	16	1.1	-10	-5	9	0.97	-9	9	3
COc1ccc2sc(N3C(=O)C4CC=C(C)CC4C3=O)nc2c1 (centres undefined)	8	0.95	5	2	7	0.98	-9	19	2
O=C1C=C(c2cc3ccccc3s2)C[C@@H](c2ccc3c(c2)OCO3)C1	10	0.97	3	-2	-2	0.97	15	0	3
Cc1ccc(C(=O)N(CC(=O)Nc2sc(C)c(C)c2C(N)=O)C2CCCC2)cc1	7	1.2	-17	3	0	1	10	5	-4
Cc1cccc(NC(=O)c2oc3ccc(S(=O)(=O)N4CCOCC4)cc3c2C)c1C	2	1.2	-21	-8	20	0.9	8	27	10
CCn1nc(C(=O)OCC(=O)N2CC(=O)Nc3ccccc32)c2ccccc2c1=O	8	1.1	-7	6	4	1.1	1	8	-6
O=C(NCc1ccco1)C1CC(c2ccc(C(F)(F)F)cc2)=NO1 (centres undefined)	19	0.82	18	-13	-2	1.1	-1	9	-8
O=C(O)CSc1nc2ccccc2o1	14	1.1	-12	5	1	1	0	6	-2
CCOC(=O)c1ccc(NC(=O)CC2SC(=NC)N(C)C2=O)cc1 (centres undefined)	3	0.97	3	-9	11	1.1	-5	0	-7
CC(OC(=O)c1ccc([N+](=O)[O-])s1)C(=O)Nc1ncc(Cl)cc1Cl (centres undefined)	4	0.83	17	-18	44*	1	34	24	-4
OC(c1ccc2c(c1)OCO2)c1nccc2ccccc12 (centres undefined)	46	1.3	-28	7	-3	1	-13	7	-3
COc1ccc(C(=O)N2CCC(n3nnc4cc(F)ccc43)CC2)cc1OC	-8	1.1	-9	-8	8	1.1	-12	16	-9
CCN1CCN(CC(=O)N2N=C(c3cccs3)CC2c2ccc(F)cc2)C(=O)C1=O (centres undefined)	-2	1	0	-2	0	0.99	-10	10	1
Cc1cc(Cl)c2ccc3ccccc3c2n1	6	0.97	3	-8	14	1	3	4	0

An excerpt from above in order of molar mass, highest first.
smiles	NALP3 yeast inh	hIAP activ	hIAP block	ATG4B inhibitor	TIM10 inh	mIAP act	Apaf-1 inh	tim10-1 inh	mIAP block
CCN1CCN(CC(=O)N2N=C(c3cccs3)CC2c2ccc(F)cc2)C(=O)C1=O (centres undefined)	-2	1	0	-2	0	0.99	-10	10	1
COc1cc(/C=C2\SC(=S)N(NC(=O)c3ccccc3OC)C2=O)ccc1O	7	0.72	28	13	19	0.73	20	2	27
O=C1C=C(c2cc3ccccc3s2)C[C@@H](c2ccc3c(c2)OCO3)C1	10	0.97	3	-2	-2	0.97	15	0	3
O=C(NCc1ccco1)C1CC(c2ccc(C(F)(F)F)cc2)=NO1 (centres undefined)	19	0.82	18	-13	-2	1.1	-1	9	-8
COc1ccc2sc(N3C(=O)C4CC=C(C)CC4C3=O)nc2c1 (centres undefined)	8	0.95	5	2	7	0.98	-9	19	2
CC(=O)Nc1cccc(C2=CC(c3ccco3)n3ncnc3N2)c1 (centres undefined)	-1	0.95	5	.	11	1	-23	12	0
Cc1cc(Cl)c2ccc3ccccc3c2n1	6	0.97	3	-8	14	1	3	4	0
